Screening data: PubChem BioAssay, several laboratories
NR2E3 ag-1: agonists of human nuclear receptor NR2E3; Q9Y5X4; GST-NR2E3/biotin-RetCOR TR-FRET, 1536-well; inhibition of corepressor binding, % at 4.78 µM; hit rate 0.12% among 320,000; AID 2300;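 active = percent inhibition above the cutoff of mean plus 3 SD of all tested compounds, set per screening campaign, cut at about 20% in these data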;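 note: 0% = DMSO wells and 100% = biotin wells as full block of FRET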
Target sequence (Q9Y5X4 whole entry, looked up): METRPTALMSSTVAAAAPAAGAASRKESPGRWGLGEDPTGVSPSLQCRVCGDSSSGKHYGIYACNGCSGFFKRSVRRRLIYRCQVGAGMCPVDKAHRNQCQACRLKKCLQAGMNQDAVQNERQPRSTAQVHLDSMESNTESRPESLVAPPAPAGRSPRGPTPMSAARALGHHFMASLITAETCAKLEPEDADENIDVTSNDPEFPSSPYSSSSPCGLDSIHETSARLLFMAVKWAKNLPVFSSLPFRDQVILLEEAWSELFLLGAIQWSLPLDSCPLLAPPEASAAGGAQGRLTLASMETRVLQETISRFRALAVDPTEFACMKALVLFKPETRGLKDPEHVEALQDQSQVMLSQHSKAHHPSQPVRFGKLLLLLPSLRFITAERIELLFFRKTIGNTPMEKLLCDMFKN
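system = GST-tagged NR2E3 plus biotinylated RetCOR corepressor | input = 1.35 nM GST-NR2E3 | also added = 7 nM biotin-RetCOR | schedule = 5 h incubation at 4 °C | measured by = TR-FRET with europium anti-GST and streptavidin-D2, 340 nm excitation | read-out = percent loss of FRET ratio relative to control wells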
CF NFkB inh: cystic fibrosis NF-kB activation inhibition; inhibition, % at 5 µM; KKLEB NF-kB-GFP reporter, PAF-induced, GFP fluorescence overnight; hit rate 0.86% among 360,000;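 active = at least 50% inhibition at 5 µM, scaled per plate between neutral and stimulator controls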;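 note: PAF is a Pseudomonas aeruginosa culture filtrate used as stimulus; plate controls were PAF-stimulated DMSO wells for no effect and unstimulated DMSO wells for full effect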
TROY signal inh: blocks TROY-dependent signaling in reporter cells; Q293 LMP1-TROYcd NF-kB luciferase reporter, 4 h; inhibition, % at 10 µM; hit rate 0.98% among 360,000; AID 1347056;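 active = compounds whose plate-normalised and pattern-corrected inhibition of the luciferase reporter signal at the single screening dose is 50% or more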
KKLEB cytotox: counter-screen for CF NF-kB inhibitors: cytotoxicity; KKLEB CF airway cells viability, ATPlite luminescence, overnight; active compounds read low; cells stimulated with P. aeruginosa culture filtrate; activity change (cytotoxicity), % at 5 µM; hit rate 0.36% among 360,000; AID 602141;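 active = corrected activity change at or below -50% at 5 µM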
TRPM1 prom inh: MITF TRPM1 promoter inhibition in SK-MEL-5 cells; SK-MEL-5 TRPM1 promoter luciferase, 24 h; inhibition, % at 12.5 µM; hit rate 0.83% among 330,000;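 active = mean inhibition across replicates of 60% or more, whatever share of single replicates reaches that level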; note: values of inactives mirror those of a sister screen read the other way
HIF-2a inh: inhibitors of HIF-2a. 786-0 RCC cells HIF-2a reporter, luciferase luminescence, overnight. inhibition, % at 18.8 µM. hit rate 0.72% among 360,000;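 active = inhibition of the luminescence signal of 40% or more relative to plate controls, in a single-dose primary screen at 18.75 µM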
NR2E3 ag-2: agonists of human NR2E3 nuclear receptor; Q9Y5X4; CHO-S Gal4-NCOR/VP16-NR2E3 two-hybrid, luciferase; inhibition of corepressor binding, % at 3.98 µM; hit rate 0.35% among 360,000; AID 602229;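 active = inhibition above the mean of all tested compounds plus 3 SD, cut at about 70% in these data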;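 note: 0% = DMSO with NR2E3 transfected cells and 100% = cells lacking NR2E3 construct; higher means lower luciferase signal from less NR2E3 corepressor binding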
Peg3 prom inh: reduces Peg3 promoter-driven luciferase expression in HeLa; HeLa PEG-Prom luciferase reporter, luminescence, overnight; hit rate 1.7% among 360,000; AID 588405; inhibition, % at 20 µM;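 active = inhibition of at least 50% at 20 µM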
TRAIL sens C8: sensitizes caspase-8 expressing cells to TRAIL. NB7+C8 cells + TRAIL, ATPlite viability luminescence. inhibition (viability loss, TRAIL sensitization), % at 10 µM. hit rate 1% among 360,000. AID 624354;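 active = compounds causing at least 50% loss of cell viability in the single-dose screen, relative to plate controls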
Shn3 inh set2: reduces Shn3 3'UTR luciferase signal in osteoblasts; Clone20 osteoblast Shn3 3'UTR firefly luciferase, 24 h; hit rate 0.52% among 360,000; AID 588674; inhibition, % at 12.5 µM;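 active = mean inhibition of at least 75% with every replicate also reaching 75%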;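 note: 0% = median of neutral control wells and 100% = pilot-screen positive control compound; some compounds past the cut are filed as inactive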
TWEAK Fn14 block: inhibitors of TWEAK-Fn14 interaction signaling; hit rate 2% among 360,000; TWEAK-stimulated Fn14 reporter cells, luciferase luminescence, 8 h; inhibition, % at 10 µM; AID 1159606; in the data active = inhibition above about 50%
Active calls of the source: *; . = no result given. An excerpt. The share of hits here may be higher or lower than overall.

SMILES | NR2E3 ag-1 | CF NFkB inh | TROY signal inh | KKLEB cytotox | TRPM1 prom inh | HIF-2a inh | NR2E3 ag-2 | Peg3 prom inh | TRAIL sens C8 | Shn3 inh set2 | TWEAK Fn14 block
Cc1sc(N)nc1-c1ccccc1 | -2 | 8 | -3 | -7 | -4 | -8 | -16 | -19 | -4 | -14 | -4
CC(C)(O)C#Cc1ccc(C(=O)N2CCC(C(N)=O)(N3CCCCC3)CC2)o1 | . | -2 | 8 | 27 | 1 | 4 | -2 | 7 | -4 | 7 | 11
O=C(Nc1cc(Sc2ccccn2)cc([N+](=O)[O-])c1)c1ccc([N+](=O)[O-])cc1 | 9 | 7 | 43 | -6 | -4 | 12 | 27 | 8 | -1 | 72 | 15
CCC(NS(=O)(=O)c1ccc(C)cc1)C(=O)O (stereo not drawn) | 3 | -2 | 22 | -8 | 13 | 10 | 7 | -2 | -3 | -20 | 1
Cc1cc(C)nc(SCC(=O)c2ccc(C)c(C)c2)n1 | -5 | 26 | -31 | -6 | -16 | -42 | -17 | -18 | -3 | -17 | -24
COc1ccc(S(=O)(=O)N2CCC[C@H]2C(=O)NC2=NCCS2)cc1 | 2 | -4 | 11 | 8 | 5 | 20 | 7 | -4 | -7 | 9 | -2
CC(=O)Nc1ccc(Nc2nc(C)c([N+](=O)[O-])c(Nc3ccccc3)n2)cc1 | 1 | 10 | 53* | -8 | 43 | 28 | 12 | 64* | 24 | 49 | 67*
COc1ccc(/C=N/N2C(=O)CN(C(=O)c3ccccc3)C2c2ccc(OC)cc2)cc1 (stereo not drawn) | 1 | -16 | 2 | -3 | . | 14 | -19 | 19 | 7 | 13 | -14
CNCc1ccccc1Sc1cccc(O)c1 | 0 | 8 | 5 | -3 | 7 | 14 | 9 | -6 | 24 | 0 | 10
Cc1ccc(NC(=O)c2ccc3snnc3c2)cc1C | -2 | -23 | -49 | 7 | -61 | -259 | -103 | -240 | 1 | -104 | -28
COc1ccc(OCC(=O)Nc2cc(OC)ccc2N2CCCCC2)cc1 | -3 | 21 | 4 | -11 | 6 | 16 | -21 | 39 | 9 | 20 | 0
Cc1cc(-c2cc(-c3ccc(Cl)cc3)on2)nc(NC2CCCC2)n1 | 4 | -23 | -25 | 14 | -9 | 5 | -3 | -6 | 6 | 11 | -6
CCOC(=O)Cc1csc2nc3sc(C)c(C)c3c(=O)n12 | 6 | 1 | 6 | 2 | 9 | 12 | 22 | 16 | 1 | -30 | 11
Cc1ccc(NC(=O)CN(C)C(=O)COC(=O)CNS(=O)(=O)c2ccc(F)c(F)c2F)cc1 | -3 | 17 | 0 | -8 | 2 | 4 | -3 | -9 | -19 | -6 | 7
COC(=O)CN(c1ccccc1[N+](=O)[O-])S(=O)(=O)c1ccccc1 | 2 | 1 | -7 | -16 | 11 | 14 | -13 | 13 | -3 | 32 | 1

(next part)
SMILES | NR2E3 ag-1 | CF NFkB inh | TROY signal inh | KKLEB cytotox | TRPM1 prom inh | HIF-2a inh | NR2E3 ag-2 | Peg3 prom inh | TRAIL sens C8 | Shn3 inh set2 | TWEAK Fn14 block
CCOc1cccc(C(=O)N(Cc2ccco2)C2CCS(=O)(=O)C2)c1 (stereo not drawn) | 0 | 4 | -5 | -10 | 4 | 12 | -22 | 19 | -2 | -4 | 10
Cc1ccc(-n2ncc(C(=O)NC3CC3)c2C2CCN(C(=O)OC(C)(C)C)CC2)c(C)c1 | 3 | 4 | 5 | 3 | 1 | 20 | 4 | -6 | 13 | -9 | 13
CNc1ncnc2c1ncn2[C@H]1CN(Cc2cccnc2)C[C@@H](CO)O1 | . | 5 | -7 | -15 | . | 1 | 4 | -15 | -13 | -4 | -4
O=C(CP(=O)(c1ccccc1)c1ccccc1)N1CCOCC1 | -1 | -5 | 0 | -2 | -8 | 18 | -22 | -4 | -4 | 1 | -1
Cc1cc2cc(CCNC(=O)C(=O)c3c[nH]c4ccccc34)c(=O)[nH]c2cc1C | 0 | 59* | 8 | 0 | 12 | 13 | 15 | 59* | -1 | 27 | 39
O=C(COc1ccc(Cl)cc1)NCc1ccncc1 | 2 | -13 | 17 | 10 | 0 | 5 | -5 | 4 | -4 | 39 | 4
Cc1cc(C)c2nc(N)sc2c1 | 0 | -5 | -10 | 1 | -19 | -69 | -39 | -70 | 8 | -5 | -4
NC(=O)c1ccc(=O)n(Cc2ccc(F)c(F)c2)c1 | 0 | 6 | -2 | -16 | 8 | 15 | -13 | 17 | -18 | 10 | -25
COc1cccc(=O)c2c(C)oc(C)c12 | 6 | -12 | 6 | 5 | -10 | 7 | -40 | 4 | 7 | 0 | -1
O=C(Oc1c(CN2CCOCC2)cc(Cl)c2cccnc12)c1ccccc1 | -2 | 6 | 0 | 2 | 64* | 17 | -61 | 42 | 37 | 69 | 24
CCN(C[C@H]1N[C@@](C)(C(=O)OC)[C@H]2C(=O)N(C)C(=O)[C@@H]12)C(C)=O | . | -32 | -14 | 15 | 4 | 3 | -18 | -9 | -8 | 8 | -2
COc1ccc(C(CNC(=O)c2cccc(S(=O)(=O)NCc3ccccc3)c2)N(C)C)cc1 (stereo not drawn) | -1 | -1 | 3 | 4 | -10 | -4 | -11 | -37 | 14 | 5 | 9
CSc1ccccc1OCc1cc(C(=O)NC(C)Cn2cncn2)no1 (stereo not drawn) | 0 | -5 | -11 | 1 | -26 | -43 | -44 | -43 | 6 | -18 | -12
COc1ccc(OC)c(CCNC(=O)Cn2nc(C)c3c(C)n(-c4ccc(C)cc4)nc3c2=O)c1 | 1 | 2 | 39 | 10 | 47 | 17 | 74* | 26 | 24 | 59 | 37
CC(C)c1onc(C(=O)N2CCN(Cc3ccccc3)CC2)c1[N+](=O)[O-] | 0 | -4 | -8 | 17 | 5 | 9 | 13 | 1 | 3 | -5 | 9

Ordered by length of the SMILES (ascending): three of the compounds above
SMILES | NR2E3 ag-1 | CF NFkB inh | TROY signal inh | KKLEB cytotox | TRPM1 prom inh | HIF-2a inh | NR2E3 ag-2 | Peg3 prom inh | TRAIL sens C8 | Shn3 inh set2 | TWEAK Fn14 block
Cc1cc(C)c2nc(N)sc2c1 | 0 | -5 | -10 | 1 | -19 | -69 | -39 | -70 | 8 | -5 | -4
Cc1ccc(NC(=O)c2ccc3snnc3c2)cc1C | -2 | -23 | -49 | 7 | -61 | -259 | -103 | -240 | 1 | -104 | -28
CC(=O)Nc1ccc(Nc2nc(C)c([N+](=O)[O-])c(Nc3ccccc3)n2)cc1 | 1 | 10 | 53* | -8 | 43 | 28 | 12 | 64* | 24 | 49 | 67*

Further compounds follow:
The line under a structure holds: NR2E3 ag-1	CF NFkB inh	TROY signal inh	KKLEB cytotox	TRPM1 prom inh	HIF-2a inh	NR2E3 ag-2	Peg3 prom inh	TRAIL sens C8	Shn3 inh set2	TWEAK Fn14 block
> COc1cc2c(C#CCCCO)c(-c3ccc(C#N)cc3)oc(=O)c2cc1OC
  4	-42	-14	22	-12	-1	-15	19	4	10	-53
> COC(=O)c1ccc(NC(=O)CSCc2ccc(C)cc2)cc1
  3	12	20	-8	-1	2	12	-6	-10	-2	19
> N#C/C(=C\c1ccccc1[N+](=O)[O-])C(=O)NC1CCCCC1
  1	17	-15	0	-4	39	-5	17	1	9	-13
> Cc1cc(N2CCC(C)CC2)nc(-c2ccccc2O)n1
  1	2	-5	5	-10	2	-13	11	5	0	-13
> COc1cccc(-c2nc3ccc(C(=O)NC(C)Cc4cccnc4)cc3o2)c1 (stereo not drawn)
  0	18	-44	-12	-48	-219	-130	-226	27	-18	-36
> CCCCN(C(=O)CSCC(=O)Nc1ccc(C)cc1)c1c(N)n(CCCC)c(=O)[nH]c1=O
  -3	9	-4	2	8	6	-13	3	0	-7	5
> COc1ccc(NCc2nnc(SCC(=O)NCc3ccccc3)n2-c2ccccc2OC)cc1
  1	-2	-26	5	-12	10	-1	2	-20	-3	13
> O=C(NCCc1ccccc1)C1CCC(CNS(=O)(=O)c2cccc3cccnc23)CC1 (stereo not drawn)
  -1	-16	-20	1	-14	-36	-20	-24	5	15	8
> O=C(Nc1cccc(C(=O)O)c1)/C(=C\c1ccc2c(c1)OCO2)NC(=O)c1ccc(Br)cc1
  2	-17	-4	-2	9	7	19	-16	-9	8	12
> Cc1ccc(SCC(=O)NC(=O)NC(C)C)c(C)c1
  -2	-13	-9	2	-11	10	-1	6	12	-5	-8
> CCCNS(=O)(=O)c1ccc(OCC(=O)NCCCOC)cc1
  3	-11	-8	2	0	0	-5	14	13	5	-3
> O=C(Nc1cccc2c1[nH]c1ccccc12)C(F)(F)F
  9	-17	-9	7	-8	-27	-14	-28	6	-8	7
> COCCc1ncc(CN2CCCCC2C(=O)Nc2ccc(Oc3ccccc3)nc2)cn1 (stereo not drawn)
  -3	-1	9	-10	2	-1	-24	7	3	2	5
> COc1cc2ccccc2cc1C(=O)Nc1cccnc1
  0	-22	-70	7	-64	-228	-50	-213	5	-47	-22
> CCOC(=O)C1CCCN(Cc2c(C(=O)N3CCCCC3)nc3c(C)cccn23)C1 (stereo not drawn)
  0	-4	-4	-2	10	22	-1	13	-18	16	13

Pulled by compound from above, two records:
The line under a structure holds: NR2E3 ag-1	CF NFkB inh	TROY signal inh	KKLEB cytotox	TRPM1 prom inh	HIF-2a inh	NR2E3 ag-2	Peg3 prom inh	TRAIL sens C8	Shn3 inh set2	TWEAK Fn14 block
> CCOC(=O)C1CCCN(Cc2c(C(=O)N3CCCCC3)nc3c(C)cccn23)C1 (stereo not drawn)
  0	-4	-4	-2	10	22	-1	13	-18	16	13
> O=C(Nc1cccc(C(=O)O)c1)/C(=C\c1ccc2c(c1)OCO2)NC(=O)c1ccc(Br)cc1
  2	-17	-4	-2	9	7	19	-16	-9	8	12

Further compounds:
The line under a structure holds: NR2E3 ag-1	CF NFkB inh	TROY signal inh	KKLEB cytotox	TRPM1 prom inh	HIF-2a inh	NR2E3 ag-2	Peg3 prom inh	TRAIL sens C8	Shn3 inh set2	TWEAK Fn14 block
> CCC(=O)N1CCN(c2ccc(NC(=O)c3ccc4c(c3)OCO4)cc2)CC1
  -1	8	-2	-15	11	18	3	17	10	-2	-27
> CCNc1nnc(SCC(=O)c2c(N)n(C3CC3)c(=O)[nH]c2=O)s1
  5	-17	2	-1	-11	1	-14	11	-17	1	2
> COc1ccc(CCN(C)CC(=O)Nc2ccc(F)c(Cl)c2)cc1OC
  0	-6	-2	-24	-12	4	4	16	17	18	-10
> COc1cc2c(cc1OC)CN(C(=O)CCOc1ccccc1C)CC2
  -1	-4	10	-8	-7	1	-35	26	25	-13	3
> Cn1cc(/C=C2/SC(=O)N(c3ccccc3)C2=O)c2ccccc21
  1	-6	-53	8	-45	-149	-75	-82	-1	-42	-36
> Cc1cccc(NC(=O)C2SC(=Nc3c(C)cccc3C)C(C(=O)N3CCOCC3)=C2N)c1 (stereo not drawn)
  0	4	8	6	2	-1	-34	-4	18	34	16
> Cc1ccc2nc(SC(C)C(=O)NCc3ccc4c(c3)OCO4)[nH]c2c1 (stereo not drawn)
  -6	-17	-5	-3	12	15	5	7	-5	1	-5
